TRPV1 agonist: HTS Assay for Compounds that Act as Agonists of the Vanilloid Receptor 1. Transient receptor potential cation channel subfamily V member 1 (Homo sapiens), Q8NER1. TRPV1-expressing cells, Fluo-8 calcium influx, agonist mode. activation, % at 8.33 µM. actives 0.19% (n = 320,000). AID 540275, 2011; in the data active = activation above about 80%; inconclusive = between about 30% and that limit; also: 0% is about no effect
Target sequence (Q8NER1 whole entry, looked up): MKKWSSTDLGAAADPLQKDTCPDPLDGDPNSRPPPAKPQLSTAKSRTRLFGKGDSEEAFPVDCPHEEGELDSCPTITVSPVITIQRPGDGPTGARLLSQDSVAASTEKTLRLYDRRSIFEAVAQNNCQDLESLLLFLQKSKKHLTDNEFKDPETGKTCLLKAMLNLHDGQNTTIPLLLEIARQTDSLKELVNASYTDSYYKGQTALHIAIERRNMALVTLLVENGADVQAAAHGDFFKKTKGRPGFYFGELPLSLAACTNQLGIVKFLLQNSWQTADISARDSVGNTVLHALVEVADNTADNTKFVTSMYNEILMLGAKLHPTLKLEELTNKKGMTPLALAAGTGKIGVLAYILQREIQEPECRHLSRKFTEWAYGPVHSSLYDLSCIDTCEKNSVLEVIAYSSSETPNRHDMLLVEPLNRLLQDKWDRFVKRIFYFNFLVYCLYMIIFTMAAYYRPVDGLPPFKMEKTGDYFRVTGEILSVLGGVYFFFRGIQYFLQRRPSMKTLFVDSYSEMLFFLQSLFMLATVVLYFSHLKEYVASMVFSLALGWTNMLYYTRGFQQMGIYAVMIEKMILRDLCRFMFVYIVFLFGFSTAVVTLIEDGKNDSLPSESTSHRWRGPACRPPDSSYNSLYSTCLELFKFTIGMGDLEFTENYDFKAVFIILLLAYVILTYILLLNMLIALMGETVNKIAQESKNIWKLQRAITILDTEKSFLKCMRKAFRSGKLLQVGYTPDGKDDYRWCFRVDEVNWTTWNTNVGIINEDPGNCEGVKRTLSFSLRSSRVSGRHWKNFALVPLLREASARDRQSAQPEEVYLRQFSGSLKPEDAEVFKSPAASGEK
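TRPV1-expressing cells were cultured overnight at 35.5C and loaded with Fluo-8 calcium dye for 40 to 90 min at room temperature. After a 10 s baseline, compound was added and calcium influx was read kinetically for 3 min (ex 480/em 520 nm).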
uPA generation: qHTS for Inhibitors of Cell Surface uPA Generation; Potency, µM (doses to about 38.3 µM), inactives show at the top dose activity change, negative = inhibition, most hits filed as inhibitors; actives 0.31% (n = 330,000); cell surface uPA generation assay, qHTS; active = well fitted inhibition curve with a large enough effect; inconclusive = small, poorly fitted or top-dose-only effect; inactive = no such curve, though single readings can be large or run the other way; tested in mouse RAW 264.7 cells; also: potency is read from the fitted curve at half-maximal effect; % is scaled to controls: 0 for no effect and ±100 for the full control effect; nearly all actives have a fitted effect of over 55% in size
BRCA1 expr up: qHTS Assay to Identify Small Molecule Activators of BRCA1 Expression; AID 624202, 2012; MCF7-BRCA1-FFLuc reporter, luminescence, 48 h; response scale: scaled: vehicle 0%, 10 µM genistein 100%; actives 1.1% (n = 380,000); Potency, µM (titrated, usually from 46.1 µM), without a hit: top-dose activation, most hits filed as activators; also: potency is read from the fitted curve at half-maximal effect; nearly all actives have a fitted effect of over 80% in size; some results filed as inactive show a strong effect at the top dose
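MCF7-BRCA1-FFLuc, 2000 cells/well; 2 h attach, 37 °C/5% CO2; compound 48 h; luciferase substrate 15 min; luminescence end-point. Norm. to genistein 10 microM max activation and DMSO; concentration-response curves fitted.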
Integrin act MD: qHTS for Activators of Integrin-Mediated Alleviation for Muscular Dystrophy. alpha7betagal myoblasts, beta-gal FDG fluorescence, 48 h. AID 624291, 2012. actives 0.064% (n = 350,000). Potency, µM (series often up to 38.3 µM), for the others: at the top dose activation, most hits filed as activators;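 also: potency is read from the fitted curve at half-maximal effect; 100% = response of the positive control SU9516; nearly all actives have a fitted effect of over 60% in size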
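Alpha7betagal+/- myoblasts (passage 13) were plated 16-24 hr, then exposed to compounds (1:260 dilution of DMSO stock) for 48 hours at 37C. After MPER lysis, β-galactosidase reporter activity was read as FDG fluorescence (ex 480/em 540) after 30 minutes.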
ELG1 genotoxic: qHTS screen for small molecules that induce genotoxicity in human embryonic kidney (HEK293T) cells expressing luciferase-tagged ELG1; Potency, µM (series often up to 46 µM), for inactives: top-dose activity change, positive = activation, actives largely listed as activators; HEK293T ELG1-luciferase reporter, luminescence, 16 h; actives 1.3% (n = 330,000); also: potency is read from the fitted curve at half-maximal effect; % of control where 0% means no effect; nearly all actives have a fitted effect of over 60% in size
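DMSO vehicle served as control against compound-treated ELG1-luciferase HEK293T cells; exposure lasted 16 hr at 37 °C and 5% CO2, followed by ONE-Glo luminescence detection after 30 min.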
ASM inhibitor: Inhibitors of Secretory Acid Sphingomyelinase (S-ASM): qHTS; Sphingomyelin phosphodiesterase (Homo sapiens), P17405; placental ASM, HMU-PC fluorogenic substrate, 60 min; Potency, µM (doses to about 57.5 µM), for inactives: top-dose activity change, negative = inhibition, actives largely listed as inhibitors; actives 0.006% (n = 340,000); also: potency is read from the fitted curve at half-maximal effect
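Steps: dispense placental human ASM, pin compound, wait 10 min at room temperature, add HMU-PC0 substrate at 9 uM final, incubate 60 min at 37 °C, add stop solution raising pH to 10, read fluorescence.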
PTAP TSG101 blk: qHTS Assay for Iinhibitors of HIV-1 Budding by Blocking the Interaction of PTAP/TSG101 | AID 493005, 2010 | Tumor susceptibility gene 101 protein (Homo sapiens), Q99816 | Potency, µM (titrated, usually from 115 µM), for inactives: top-dose activity change, negative = inhibition, actives largely listed as inhibitors | 340,000 tested, under 10 active | Fluorescence polarization, FITC-PTAP peptide / Tsg101 binding; active = well fitted inhibition curve with a large enough effect in the main read-out, with a control signal flat, not every such curve was filed as active; inconclusive = small, poorly fitted or top-dose-only effect, or effect the other way, or a change in a side signal; inactive = no such curve, though single readings can be large or run the other way; also: potency is read from the fitted curve at half-maximal effect; % of control where 0% means no effect
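Steps: Tsg101 binding domain dispensed (10 uM final), compounds pinned in DMSO, FITC-labeled PTAP-motif peptide added (50 nM final); after 20 min binding at room temperature, polarization measured.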
USP2a inh: qHTS Assay for Inhibitors of Ubiquitin-specific Protease USP2a Using CHOP2 as the Reporter. USP2 core, Ub-CHOP2 coupled fluorogenic reporter, 485/531. Ubiquitin carboxyl-terminal hydrolase 2 (Homo sapiens), O75604. Potency, µM (series often up to 38.3 µM), without a hit: at the highest dose activity change, negative = inhibition, hits mostly inhibitors. AID 463254, 2010. actives 0.01% (n = 330,000);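 also: potency is read from the fitted curve at half-maximal effect; plate controls were DMSO wells for no effect and full inhibition by NEM control for full effect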
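Cell-free coupled assay: 10nM USP2 core preincubated 30min RT with compound in Tris-HCl pH 8.0/CaCl2/CHAPS buffer, then 25nM Ub-CHOP2 and 25nM reporter substrate; fluorescence (Ex 485/Em 531) read after 60min RT, normalized to NEM inhibition, concentration-response curves fitted.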
B2AR arrestin: qHTS assay of beta-arrestin-biased ligands of beta2-adrenergic receptor; beta-arrestin recruitment to beta2AR, cell-based reporter; Potency, µM (highest dose often 46.1 µM), inactives show at the highest dose activation, usual class: activators; actives 0.02% (n = 330,000);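 also: potency is read from the fitted curve at half-maximal effect; 0% = DMSO controls and full agonism = EC100 isoproterenol or metaproterenol; nearly all actives have a fitted effect of over 65% in size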
p53 reactivation: qHTS assay for re-activators of p53 using a Luc reporter; H1299 p53-A138V BP100-luciferase reporter, luminescence, 24 h; Potency, µM (top dose mostly 92.2 µM), inactives show at the highest dose activity change, positive = activation, most hits filed as activators; actives 0.063% (n = 320,000); also: potency is read from the fitted curve at half-maximal effect; % of control where 0% means no effect; nearly all actives have a fitted effect of over 45% in size
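H1299 (p53-null), stable ts p53-A138V + BP100-Luc; 1000 cells/well, Opti-MEM/10% FBS; cpd 4 pt, 1:5; 24 h, 37 deg C, 5% CO2; detection reagent 10 min RT; luminescence.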
Eya2 phos inh: qHTS Assay for Inhibitors of the Phosphatase Activity of Eya2. Protein phosphatase EYA2 (Homo sapiens), O00167. recombinant Eya2, OMFP fluorescence dephosphorylation (OMFP is methylfluorescein phosphate). Potency, µM (top dose mostly 76.9 µM), for inactives: at the top dose activity, negative = inhibition, most hits filed as inhibitors. actives 0.006% (n = 330,000). AID 488837, 2010; also: potency is read from the fitted curve at half-maximal effect; % is scaled to controls: 0 for no effect and ±100 for the full control effect
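Eya2 (0.2 uM) preincubated 10 min at ambient with compound, then OMFP substrate added at 50 uM; 10 min reaction in 50 mM HEPES pH 7.5, 50 mM NaCl, 5 uM MgCl2, 0.05% BSA, 1 mM DTT. Fluorescence read at Ex 485/Em 525 nm.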
* hit, by the source's call; u = inconclusive; x = no result given; [ ] = dose if it differs, or a comment. Unless noted, calls follow the shape of the dose curve; as a rule, active = well fitted curve in the direction sought with a large enough effect; inconclusive = small, poorly fitted or top-dose-only effect, or another doubt; inactive = no such curve, though single readings can be large; an effect the other way counts as inactive or inconclusive. Rows are unselected; about 2.6% have a hit in one of these screens.

SMILES	TRPV1 agonist	uPA generation	BRCA1 expr up	Integrin act MD	ELG1 genotoxic	ASM inhibitor	PTAP TSG101 blk	USP2a inh	B2AR arrestin	p53 reactivation	Eya2 phos inh
Cc1ccc(NC(=O)CSc2nnc(COc3ccccc3F)n2N)cc1S(=O)(=O)N1CCOCC1	x	-5%	-6%	-15%	x	1%	1%	x	x	x	x
NNC(=O)CSc1nnc(-c2ccccc2)n1-c1ccccc1	17	-9%	1%	0%	0%	10%	0%	-7%	0.1%	2%	16%
Cn1c(=O)c2c(-c3ccccc3)n(C3CCCCC3)cc2n(C)c1=O	-1	6%	-16%	4%	0%	u	-1%	1%	0.0%	0%	5%
CC12CCC(C(=O)N3CCN(Cc4ccccc4)CC3)(OC1=O)C2(C)C (stereo unspecified)	1	4%	0%	15%	1%	1%	-1%	3%	0.0%	1%	1%
CN(C)CCCN(C(=O)c1ccc(S(=O)(=O)N2CCOCC2)cc1)c1nc2cc3c(cc2s1)OCO3	-2	14%	0%	0%	0%	-1%	-4%	3%	-0.2%	12%	-2%
O=C(c1ccco1)N1CCCC(c2nc(-c3ccc(S(=O)(=O)NCc4ccccc4)cc3)no2)C1 (stereo unspecified)	7	-25%	-74%	-45%[inhibitor]	-12%	-7%	-6%	-1%	0.8%	u	-6%
Cc1cccc(N2C(=O)C(Oc3ccc(Cl)cc3Cl)C2C=O)c1C (stereo unspecified)	2	-8%	-93%	0%	-10%	-2%	-1%	-2%	2.6%	-8%	1%
Cc1nc(SCc2nc3cc(Cl)c(F)cc3[nH]2)c2oc3ccccc3c2n1	x	u	-83%	x	-6%	-17%	13%	7%	0.3%	-4%	-16%
O=C(CCC1CCCC1)N1CCN(C2CCCC2)CC1	28	-3%	28%	-7%	-1%	1%	-2%	-1%	-0.3%	-3%	20%
COc1ccccc1Cn1nc(C(=O)O)c2ccccc2c1=O	-1	20%	-5%	-19%	u	4%	-2%	3%	-0.3%	17%	-9%
Cc1cc(=O)oc2cc(NC(=O)c3cc(F)ccc3F)ccc12	0	-8%	u	22%	u	63%[activator]	-6%	3%	0.4%	x	14%
COc1ccc(NS(=O)(=O)c2c(F)cc(F)c(Cl)c2F)cc1S(=O)(=O)N1CCCCC1	-2	-4%	18%	18%	0%	-6%	-6%	3%	-0.2%	-7%	2%
Cc1nn(Cc2ccccc2)c(=O)n1N(C)c1ncc(C(F)(F)F)cc1Cl	4	2%	-14%	4%	-2%	0%	-6%	-6%	0.1%	-5%	-12%
Cc1cccc(Nc2cc(=O)n(C)c(=O)[nH]2)c1	-1	4%	-15%	-9%	-2%	3%	-7%	2%	-0.2%	x	-5%
O=C(CN1C(=O)COc2ccccc21)NCc1ccc(C(=O)O)cc1	5	x	-4%	10%	1%	-3%	-2%	0%	-0.2%	-11%	-3%
Cc1noc2ncnc(Oc3ccc4ccccc4c3)c12	x	3%	7%	1%	3%	-4%	-6%	4%	-0.2%	5%	1%
C#CCOc1ccc(Cl)cc1/C=C1/C(=O)ON=C1C	-2	-5%	-13%	-25%	3%	-4%	1%	4%	-0.4%	7%	u
Cc1ccc2nc(-c3ccccn3)[nH]c2c1	23	-15%	-62%[inhibitor]	9%	u	-1%	-5%	3%	0.0%	x	-1%
O=S(=O)(c1ccccc1)c1ccc(C(F)(F)F)cn1	0	1%	-1%	7%	-2%	0%	1%	9%	0.4%	3%	0%
Cc1ccnc(NC(=O)c2cc3ccccc3o2)c1	u	2µM*	-58%	1%	u	6%	-5%	2%	-0.4%	-16%	-17%
CCOC(=O)c1sc(C)c2c(=O)n(CC)nnc12	-2	x	-6%	u	1%	0%	1%	1%	-0.1%	-3%	8%
CN(C(=O)COC(=O)c1ccc(Cl)nc1)c1c(N)n(Cc2ccccc2)c(=O)[nH]c1=O	7	16%	-3%	9%	1%	4%	-1%	1%	0.0%	-1%	-9%
Cc1ccc(CNC(=O)CSc2ncccn2)cc1	-4	0%	u	2%	u	4%	-10%	0%	0.0%	27%	9%
CCC(CC)NC(=O)c1cc(OC)c(OC)cc1[N+](=O)[O-]	0	-3%	12%	23%	0%	-1%	-1%	2%	-0.8%	3%	9%
O=C1CCCCN1CCC(=O)N1CCCC(N2CCN(c3cccc(Cl)c3)CC2)C1 (stereo unspecified)	0	-4%	-2%	8%	9%	4%	-7%	0%	0.5%	u	-18%
COc1cc(/C=N/NC(=O)c2ccccc2NS(=O)(=O)c2cccs2)ccc1O	-7	-1%	29%	1%	1%	-7%	-5%	1%	-0.1%	10%	-15%
CCCn1c(Nc2cccc(OC)c2)nc2ccccc21	18	-7%	-5%	-2%	-11%	4%	-1%	0%	0.0%	x	13%
Cc1ccc(NC(=O)N2CCSc3ccccc32)cc1	19	-3%	90%	1%	6%	-2%	-3%	5%	0.0%	6%	2%
Cn1cc(CNCC2CCCO2)c(-c2ccc(Oc3ccccc3)cc2)n1 (stereo unspecified)	-2	-4%	10%	-52%[inhibitor]	1%	2%	-1%	-9%	0.1%	-3%	-3%
Cc1ccc(C)c2[nH]c(=O)c(CCNC(=O)c3cccs3)cc12	8	4%	-1%	-24%	2%	0%	-1%	3%	-1.9%	1%	5%
CC(C)(C)c1cc(-c2ccco2)c(C#N)c(SCC#N)n1	3	-5%	-3%	-9%	0%	-1%	-2%	2%	-0.4%	-11%	-17%
COc1ccc(CCNC(=O)CCc2nc3sc4c(c3c(=O)[nH]2)CCCC4)cc1	-4	-1%	18%	-23%	-7%	-1%	-4%	0%	-0.8%	-10%	-3%
CCn1cc(S(=O)(=O)Nc2ccc(Cl)cc2F)cn1	2	-5%	0%	15%	-3%	6%	-4%	5%	-0.3%	3%	-10%
COC(=O)C1CN(C(=O)COc2ccc(Cl)cc2C)c2ccccc2O1 (stereo unspecified)	2	0%	12%	u	1%	-3%	-3%	-6%	-0.4%	-2%	1%
COc1ccc(OC)c(NC(=O)c2cccc(N3C(=O)C4C5C=CC(C6CC56)C4C3=O)c2)c1 (stereo unspecified)	2	u	-19%	-35%	-11%	-6%	-9%	1%	-0.5%	-2%	-7%
COc1cc(CNCc2ccncc2)cc(OC)c1OC	2	5%	1%	-7%	0%	6%	-2%	3%	-0.5%	12%	3%
Oc1ccc(Br)cc1CNc1cccc2cccnc12	-1	-6%	-56%	-9%	0%	12%	-3%	-3%	-0.9%	40%	-17%
O=C(NC(=S)NCc1ccco1)c1cccc(Cl)c1	12	x	x	x	0%	x	x	0%	-1.1%	24%	-6%
COc1ccc(CNC(C)C2COc3ccccc3O2)c(OC)c1 (stereo unspecified)	2	2%	-20%	-19%	0%	-2%	-6%	4%	0.4%	-4%	11%
CN(C)S(=O)(=O)c1ccc(C(=O)NCc2nnc(SCC(=O)N3CCCC3)o2)cc1	0	10%	-7%	13%	2%	6%	x	1%	-0.8%	-11%	10%
CCOC(=O)CCNC(=O)N1CCCC(N(C)CCc2ccccc2)C1 (stereo unspecified)	2	u	-6%	-3%	3%	6%	-3%	0%	-0.2%	x	2%
Cc1c(C(=O)Nc2c(F)cccc2F)sc2ncn(CC(=O)N3CCCCC3)c(=O)c12	0	4%	-16%	u	2%	-3%	1%	0%	0.0%	-2%	7%
C=CCNC(=O)c1c(CSc2ccc(F)cc2)noc1C(=O)NCCC	15	-5%	0%	0%	0%	12%	-6%	1%	0.0%	3%	-13%
O=C(O)CCCNS(=O)(=O)c1cccc2nsnc12	-5	1%	0%	-11%	0%	0%	0%	5%	-0.3%	-1%	5%

Assay outcomes (PubChem BioAssay)
